# Compound activity (PubChem)
# ATXN viability: cell viability loss in ATXN counter-screen | S2 cells (HEK-293 line with an ATXN2-luciferase reporter) viability, CellTiter-Fluor protease fluorescence, 24 h | Potency, µM (doses to about 56.7 µM), usual class: cytotoxic | hit rate 0.49% among 400,000; further: potency means the concentration at half of the fitted maximal effect; nearly all actives have a fitted effect of over 40% in size
# TGFb SMAD3 inh: TGF-b pathway inhibition; AID 588855; Potency, µM (doses to about 46.1 µM), inactives show at the top dose activity, negative = inhibition, most hits filed as inhibitors; HepG2 CAGA-GFP TGF-b/SMAD3 reporter, GFP fluorescence, 18 h; TGF-beta stimulated, 500 pg/mL final; hit rate 1.2% among 410,000; further: potency means the concentration at half of the fitted maximal effect; on the % scale 0 is the no-effect control and ±100 the full control effect; nearly all actives have a fitted effect of over 65% in size
#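 Using HEPG2 CAGA-GFP reporter cells at 1000 cells/well, we pinned test compounds, stimulated with recombinant TGF-beta (500 pg/mL final) and measured total well GFP after 18 h.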
# IL-1B inflam inh: blocks inflammasome-driven IL-1 beta release | hit rate 4.7% among 360,000 | THP-1 LPS/ATP IL-1B secretion, AlphaLISA, 16 h; active compounds read low | activity change, % at 57.5 µM; in the data active means activity change below about -50%; inconclusive means mostly about -30% to -49%; further: on the % scale 0 is the no-effect control and ±100 the full control effect
#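 THP-1 cells pretreated 1 hr with compounds (up to 57.5 uM final), then stimulated with LPS (250 ng/mL final) plus ATP (1.25 mM final); secreted IL-1B measured by AlphaLISA after 16 hr, decreased signal indicating inhibition.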
# A549 tox: kills or reduces viability of A549 cells in Nrf2 counter-screen; A549 ARE-Fluc cells, CellTiter-Fluor viability, 18-24 h; Potency, µM (doses to about 46 µM), without a hit: top-dose activity change, negative = cytotoxicity, actives largely listed as inhibitors; hit rate 0.16% among 390,000; AID 504648; further: potency means the concentration at half of the fitted maximal effect; on the % scale 0 is the no-effect control and ±100 the full control effect
#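 Cytotoxicity counterscreen: CellTiter-Fluor fluorescence was measured in A549 ARE_Fluc cells after 18-24 h of compound exposure in a concentration series. The subsequent BugLite luminescent read reports ARE-luciferase activity.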
# ATXN2 expr inh: inhibitors of ATXN2 expression; HEK-293 ATXN2-luciferase reporter, luminescence, 24 h; Potency, µM (titrated, usually from 57 µM), inactives show at the top dose activity change, negative = inhibition, actives largely listed as inhibitors; hit rate 0.72% among 360,000; AID 1745845; further: potency means the concentration at half of the fitted maximal effect; on the % scale 0 is the no-effect control and ±100 the full control effect; nearly all actives have a fitted effect of over 55% in size
#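 qHTS (up to 57 uM final) was run with 24 h compound exposure of reporter cells at 37 °C. Each well was multiplexed: SteadyGlo luminescence measured ATXN2-luciferase expression after a fluorogenic Gly-Phe-AFC viability readout (25 uM final).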
# MCF10A rereplic: DNA re-replication induction in MCF 10a cells | MCF 10A DNA re-replication, Hoechst nuclear intensity, 48 h | Potency, µM (doses to about 46.1 µM), inactives show at the top dose activity, positive = re-replication, actives largely listed as activators | hit rate 2.9% among 350,000; further: potency means the concentration at half of the fitted maximal effect; % of control where 0% means no effect; nearly all actives have a fitted effect of over 50% in size
# Nrf2 inh: Nrf2 pathway inhibition. A549 ARE-Fluc reporter, luciferase luminescence, 18-24 h. Potency, µM (top dose mostly 46 µM), for inactives: at the highest dose activity change, negative = inhibition, most hits filed as inhibitors. hit rate 2.1% among 360,000; further: potency means the concentration at half of the fitted maximal effect; on the % scale 0 is the no-effect control and ±100 the full control effect; nearly all actives have a fitted effect of over 60% in size
#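 In this cell-based qHTS, ARE-driven firefly luciferase in A549 cells reports Nrf2 activity; the luminescent signal after BugLite lysis is the measured value, with a prior CellTiter-Fluor read for cell health.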
# HepG2 tox: counter-screen for TGF-b inhibitors: cytotoxicity in HepG2 cells; HepG2 CAGA-GFP viability, ATP luminescence, 18 h; Potency, µM (doses to about 46.1 µM), for the others: top-dose activity change, negative = cytotoxicity, actives largely listed as cytotoxic; hit rate 0.76% among 410,000; AID 588856; further: potency means the concentration at half of the fitted maximal effect; some results filed as inactive show a strong effect at the top dose
#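 CellTiter-Glo luminescence gave cytotoxicity after 18 hours at 37 degrees C. The cells were HepG2 CAGA-GFP in 1% FBS DMEM, stimulated with 500 pg/mL TGF-beta after compound addition. %Activity was normalised to no-cell wells (complete cell-killing) and DMSO (no toxicity), and curves were fitted and classified.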
# Nrf2 activator: Nrf2 pathway activation; AREc32 ARE-luciferase reporter (MCF7-derived line), luminescence, 24 h; Potency, µM (series often up to 46.1 µM), for the others: top-dose activation, hits mostly activators; hit rate 0.31% among 410,000; AID 624171; further: potency means the concentration at half of the fitted maximal effect; % of control where 0% means no effect; nearly all actives have a fitted effect of over 65% in size
#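 Luciferase luminescence (Steady-Glo, 30 min at room temperature) served as the read-out of ARE activation in AREc32 cells treated with compounds for 24 hr at 37 deg C.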
# * hit, by the source's call; i = inactive; ? = inconclusive; nt = not tested or not shown; & = joins results of further samples; [ ] = another dose, or the depositor's remark. Unless noted, the call rests on the fitted dose curve; in most records, active means well fitted curve in the direction sought with a large enough effect; inconclusive means small, poorly fitted or top-dose-only effect, or another doubt; inactive means no such curve, though single readings can be large; an effect the other way counts as inactive or inconclusive.
smiles	A549 tox	HepG2 tox	Nrf2 activator	ATXN viability	IL-1B inflam inh	TGFb SMAD3 inh	Nrf2 inh	ATXN2 expr inh	MCF10A rereplic
CCOc1ccc(NC(=O)C2(c3ccc(OC)c(OC)c3)CCCC2)cc1	10%	-6%	-0.8%	i	19	-13%	-17%	-10%	9%
CC(C)(C)c1ccc(CC(=O)N2CCC2(C)C(=O)NS(=O)(=O)c2cccc(OC(F)F)c2)cc1 (stereo not given)	nt	-2%	-0.4%	i	61	3%	nt	14%	nt
CC1CC(C)CN(C(=O)Cn2c(=O)oc3cc(S(=O)(=O)N4CCCC4)ccc32)C1 (stereo not given)	3%	-1%	-0.9%	i	-18	11%	-13%	0%	0%
COc1ccccc1NC(=O)CCN1CCC(C(N)=O)CC1	1%	-15%	-0.7%	i	nt	4%	7%	-10%	nt
CC1CC(C)(C)CC2(C1)NC(=O)N(CC(=O)Nc1cc(C(F)(F)F)ccc1N1CCCCC1)C2=O (stereo not given)	8%	-8%	-0.1%	i	-4	-8%	-7%	6%	2%
O=C(O)CN1C(=O)/C(=C\c2cccc(OCc3ccc(Cl)cc3Cl)c2)SC1=S	-2%	-18%	3.6%	i	-16	-5%	?	7%[2.22 µM]	?
Nc1ccn(CC(=O)NCCc2ccccn2)c(=O)n1	4%	-3%	-0.6%	i	16	?	3%	3%	-4%
COc1cc(OC)cc(C2=Cc3ccc(OC)cc3C(CC(C)=O)N2c2ccc(-c3cccs3)cc2)c1 (stereo not given)	nt	nt	-1.1%	?	0	nt	nt	-2%	nt
CC(=O)Nc1nc2c(C)c(Cl)ccc2s1	-6%	15%	0.2%	i	-12	-9%	7%	nt	1%
COc1ccc(OCC(O)CNC(=O)Nc2ccc(Cl)cc2)cc1 (stereo not given)	-3%	13%	-0.7%	i	5	-13%	-2%	-4%[11.3 µM]	-9%
COc1cc(OC)c(C(=O)c2ccccc2[N+](=O)[O-])c(OC)c1	nt	-8%	-0.4%	i	7	-14%	nt	nt	nt
CCOc1cc(/C=N/NC(=O)CCc2n[nH]c(=O)[nH]c2=O)ccc1O	7%	-2%	7.3%	i	-5	-13%	25%	5%	3%
Cc1ccc(NC(=O)Cn2cc(S(=O)(=O)c3ccccc3)c(=O)c3cc4c(cc32)OCO4)cc1	1%	0%	0.0%	i	nt	-14%	?	9%	nt
COC(=O)C1=CN(c2ccc(OC)cc2)C=C(C(=O)OC)C1c1cc(OC)c(OC)cc1OC	4%	-12%	-0.8%	i	i	9%	1%	-9%	-1%
Cc1cccc(OC(C)c2ccnc3nc(/N=C/N(C)C)nn23)c1 (stereo not given)	-4%	10%	1.9%	i	-12	-22%	5%	-2%	-7%
c1ccc2c(c1)CN1C(=N2)COc2ccccc2C1c1nc2ccccc2[nH]1 (stereo not given)	nt	nt	7.4%	i	-3	nt	nt	66%[activator]	nt
CC1CCN(Cc2c(C#N)c3ccccc3n2C)CC1	11%	-25%	-0.2%	i	?	14%	10%	-3%	1%
O=C(c1cc([N+](=O)[O-])ccc1N1CCN(S(=O)(=O)c2ccc(Cl)c(Cl)c2)CC1)N1CCOCC1	?	-8%	0.2%	i	-21	-18%	?	-1%	3%
COc1ccccc1N1CCN(S(=O)(=O)c2c(C)ccc3nsnc23)CC1	3%	-34%	0.1%	i	-17	-6%	-14%	6%	15%
CCN(CC(=O)Nc1ccccc1OC)C(=O)C1CCCC1	-3%	0%	-0.2%	?	2	-8%	14%	2%	0%
COc1cccc(-c2nc(CN3CCN(C(=O)c4ccco4)CC3)c(C)o2)c1OC	nt	0%	0.3%	?	19	-15%	nt	nt	nt
CCCCNS(=O)(=O)c1cc(-c2nn(C)c(=O)c3ccccc23)ccc1C	-1%	-1%	0.4%	i	-65*	0%	?	-12%	2%
CN1CCN(c2cc(N3CCN(C(=O)c4ccco4)CC3)c3c4c(onc24)-c2ccccc2C3=O)CC1	-8%	-52%	-0.7%	i	?	-8%	?	nt	-4%
COc1ccc(-n2ncc3c(N4CCN(c5cccc(C)c5C)CC4)ncnc32)cc1	0%	4%	-1.4%	i	9	-1%	7%	6%	-1%
CCN(C(=O)c1sc2nc3n(c(=O)c2c1C)CCCCC3)c1ccccc1F	0%	1%	-0.4%	nt	nt	0%	?	nt	nt
COc1cc2c(cc1OC)/C(=C/C(=O)c1cccc([N+](=O)[O-])c1)NCC2	?	-17%	4.7%	i	-60*	-10%	13µM*	-31%	?
CN(C)c1ccc(C(CNC(=O)c2ccccc2F)c2c[nH]c3ccccc23)cc1 (stereo not given)	-2%	-29%	0.5%	i	-8	-31%	-4%	7%	17%
COc1ccc(C2C(C#N)=C(N)Oc3c2c(-c2ccccc2)nn3-c2ccccc2)c(OC)c1OC (stereo not given)	-5%	-30%	4.9%	i	-9	?	?	-3%	?
O=C(COC(=O)C1CC1)NCc1ccccc1	4%	7%	0.0%	i	16	2%	2%	-17%	-1%
COC(=O)c1ccc(OCC(O)CN2CCN(C(=O)c3ccco3)CC2)cc1 (stereo not given)	0%	18%	0.5%	i	-1	16%	0%	nt	-4%
Cc1ccc(Cl)c(NC(=S)N(CCCN2CCOCC2)Cc2ccco2)c1	8%	-5%	0.2%	i	-3	-7%	-1%	-6%	-6%
CC(CNCCCn1ccc(NC(=O)OCc2ccccc2)nc1=O)c1ccccc1 (stereo not given)	3%	-6%	7.4%	i	?	-6%	5%	-25%	-2%
CC(C)n1nnnc1SCC(=O)NC1CCCC1	-1%	-3%	-0.2%	i	2	0%	11%	0%	-1%
COc1ccc(Cl)cc1NC(=O)CN(C)C(=O)c1ccc(-n2nc(C)cc2C)cc1	-10%	-20%	0.3%	i	-26	-27%	?	-4%	6%
O=C(CSc1nc(=O)n(CCCN2CCOCC2)c2c1CCC2)Nc1ccc([N+](=O)[O-])cc1	-17%	5%	0.1%	i	-18	5%	-23%	14%	0%
CNC(=S)N(CCCn1ccnc1)Cc1c(F)cccc1Cl	13%	2%	0.6%	i	23	11%	1%	2%	-3%
COC(=O)[C@@H](Cc1ccccc1)NC(=O)Cn1cnc2c(SC)nc(N)nc21	-9%	6%	-0.3%	i	0	-2%	19%	5%	4%
CCOc1ccc(N/C(C)=C/C(=O)c2ccc(C)o2)cc1	-1%	9%	0.4%	nt	-1	-11%	3%	nt	-2%
O=C(COc1ccc(F)cc1)NCC(c1ccc(Cl)cc1)N1CCCCC1 (stereo not given)	0%	-14%	5.8%	i	nt	-9%	11%	-6%	nt
Cc1ccc(NC(=O)CN(C)C(=O)COC(=O)[C@@H](NC(=O)c2ccccc2F)C(C)C)cc1	0%	0%	-0.1%	i	44	?	-2%	-5%	-4%
O=C(O)c1ccc(OCCCCCCOC2CCCCO2)cc1 (stereo not given)	6%	-12%	0.3%	i	27	2%	?	-6%	0%
CC1CCCN(C(=O)CCc2nnc(-c3ccc4c(c3)OCO4)o2)C1 (stereo not given)	-12%	-31%	2.5%	i	6	5%	3%	45%[activator]	6%
CCC(=O)Nc1cccc(NC(=S)NC(=O)c2ccccc2)c1	12%	-15%	2.6%	i	i	6%	?	39%[activator]	-2%
CCOc1ccc(CNC(=O)c2c(C)nn(-c3ccc(F)cc3)c2-n2cccc2)cc1	11%	0%	-0.1%	?	nt	-8%	?	?	nt
Cc1ccc(NC(=O)c2ccc(Cl)c(S(=O)(=O)N3CCc4ccccc43)c2)nc1	-17%	-9%	4.4%	i	-16	-25%	?	-14%	4%
C=CCNc1oc(-c2cccs2)nc1S(=O)(=O)c1ccccc1	10%	-6%	0.2%	i	-19	-5%	-23%	-24%	1%
COc1ccc(-c2csc(NC(=O)c3ccc(OCC(=O)N4CCOCC4)c(OC)c3)n2)cc1	-14%	9%	2.4%	?	-79*	19%	?	-12%	?
CN(C)c1nc(NCc2ccccc2)nc(SCC(N)=O)n1	0%	-2%	0.0%	?	24	-5%	?	1%	1%

# A portion from further up, for reference:
smiles	A549 tox	HepG2 tox	Nrf2 activator	ATXN viability	IL-1B inflam inh	TGFb SMAD3 inh	Nrf2 inh	ATXN2 expr inh	MCF10A rereplic
COc1ccc(-c2csc(NC(=O)c3ccc(OCC(=O)N4CCOCC4)c(OC)c3)n2)cc1	-14%	9%	2.4%	?	-79*	19%	?	-12%	?
CN(C)c1nc(NCc2ccccc2)nc(SCC(N)=O)n1	0%	-2%	0.0%	?	24	-5%	?	1%	1%

# Carrying on:
smiles	A549 tox	HepG2 tox	Nrf2 activator	ATXN viability	IL-1B inflam inh	TGFb SMAD3 inh	Nrf2 inh	ATXN2 expr inh	MCF10A rereplic
CCCCCCC(=O)N1C/C=C\C(c2ccc(OC)cc2)N(Cc2ccc(F)cc2)C(=O)C1 (stereo not given)	-13%&-4%	-38%&-4%	4.1%	i	-4	?	-19%&9%	-9%	34%
Cc1cccnc1NC(=O)CNC(=O)c1sc2ccccc2c1Cl	3%	-7%	14%	i	6	-4%	?	19%	1%
COc1cc(CNS(=O)(=O)c2ccc3c(c2)CC(C)N3C(C)=O)cc(OC)c1OC (stereo not given)	6%	0%	0.0%	i	35	-18%	?	-4%	1%
O=C(Cc1ccc([N+](=O)[O-])cc1)Nc1ccc2c(c1)C(=O)NC2=O	2%	-1%	-0.1%	i	-13	0%	2%	-4%	?
CS(=O)(=O)c1ccc(C(=O)OCC(=O)Nc2cccc(S(=O)(=O)N3CCCC3)c2)cc1	2%	5%	0.0%	i	30	16%	1%	1%	-1%
O=C(OCC1CC(c2ccccc2)=NO1)c1ccc(Cl)cc1 (stereo not given)	1%	-6%	-0.5%	i	-4	0%	3%	-6%	-9%
CC(C)CC(=O)Nc1c(C(=O)N2CCN(c3ccccc3)CC2)oc2ccccc12	3%	-14%	0.7%	?	nt	-17%	-23%	-22%	nt
CCOC(=O)N1CCC(N2C(=O)c3ccc(C(=O)O)cc3C2=O)CC1	-1%	-4%	-0.3%	i	-15	24%	3%	-3%	-24%
